Growth percent in the NCI-60 one-dose screen (48 h, 10 µM unless noted): 100 = growth as untreated, 0 = no growth, -100 = all killed.
RXF 393 – RXF 393 renal cancer cells; hit rate 6.9% among 77,000; AID 1794773
ACHN – ACHN renal cancer. hit rate 4.9% among 81,000. AID 1794771
A498 – A498 renal cancer cells | hit rate 5.4% among 76,000 | AID 1794774
CAKI-1 – CAKI-1 renal cancer. hit rate 4.7% among 75,000. AID 1794772
NCI/ADR-RES – NCI/ADR-RES ovarian cells. hit rate 4.4% among 81,000. AID 1794790
NCI-H460 – NCI-H460 lung cancer | hit rate 6.8% among 82,000
NCI-H522 – NCI-H522 lung cancer. AID 1794739. hit rate 8% among 78,000
NCI-H226 – NCI-H226 lung cancer | hit rate 3.5% among 79,000
NCI-H23 – NCI-H23 lung cancer. hit rate 4% among 80,000
Numbers without * were called inactive; x = no result given. How the source made its calls: active means growth percent below 10; inactive means the rest.

The line under a structure holds: A498	CAKI-1	NCI-H23	NCI-H522	ACHN	NCI-H460	NCI-H226	NCI/ADR-RES	RXF 393
CCCN1CCN(c2ccc3nc(-c4ccc5nc(-c6ccc(OCC)c(OCC)c6)[nH]c5c4)[nH]c3c2)CC1
    x	-18.9*	-53.3*	-44.8*	-28.9*	-80.3*	-58.2*	79.4	-92.3*
CCOC(=O)C(=O)/C(=C/n1c(=S)[nH]c2cc(C)ccc21)C(=O)OCC
    103.1	95.5	100.6	92.1	105.4	101.3	99.5	98.3	107.0
CC1=NN(C(=O)CSc2nnc3n(Cc4ccccc4)c(=O)c4c(C)c(C(N)=O)sc4n23)C(=O)C1
    93.5	96.0	96.9	87.5	100.1	105.5	115.6	98.0	113.6
Cc1ccc(-c2cc(C(=O)Nc3ccc(S(=O)(=O)Nc4onc(C)c4C)cc3)[nH]n2)c(O)c1
    74.9	95.2	100.8	98.5	99.2	105.8	96.9	101.2	111.5
Clc1cccc(Nc2ncnc3nc[nH]c23)c1
    90.8	75.9	102.8	97.9	81.8	110.1	86.0	98.0	104.3
COc1cc(NS(=O)(=O)c2ccc(C)cc2)c2c(c1N)C(=O)c1ccccc1C2=O
    93.7	76.4	96.8	47.7	85.3	82.5	58.3	79.4	100.0
Nc1ncc2c(n1)CCCC2
    88.4	99.8	99.2	93.3	97.3	106.3	88.0	106.2	x
O=C1CCC(Nc2cccc3ccccc23)N1 (stereo not given)
    x	108.0	93.8	88.9	102.8	102.7	102.2	97.1	119.7
CCC(=O)N(C)c1ccccc1
    111.4	98.7	103.6	100.7	105.2	104.3	101.6	97.9	114.3
C#C[C@]1(O)CC[C@H]2[C@@H]3CC=C4c5sc(Nc6ccc(OC)nc6)nc5CC[C@]4(C)[C@H]3CC[C@@]21C
    25.9	23.8	63.1	36.0	33.4	41.5	47.4	59.0	-15.7*
COc1cc(C2C=C(c3ccc(Cl)c(Cl)c3)N=C3SC(C)=CN32)cc(OC)c1OC (stereo not given)
    74.0	67.3	79.5	57.2	90.3	77.5	50.5	81.3	67.1
O=C(O)COc1ccc(-c2ccc(Br)cc2)cc1
    99.1	93.3	101.0	87.4	101.2	102.6	101.9	95.2	100.7
FC(F)(F)c1cc(Br)cc(C(F)(F)F)c1
    114.8	105.1	110.7	104.2	96.6	115.3	111.4	111.3	117.8
Cc1[nH]c2ccccc2c1C1Cc2ccccc2N1C(=O)/C=C/c1ccccc1 (stereo not given)
    68.7	79.7	88.3	44.8	95.6	90.6	84.6	89.8	100.7
CNC(=O)Nc1ccc(-c2ccc3ncnc(Nc4cccc(Cl)c4)c3c2)cc1
    -8.1*	32.1	62.9	-1.3*	34.2	77.4	68.4	57.6	50.4
Fc1ccc2cc(Cc3nnc(Sc4cccnc4)n3CCCc3cnc[nH]3)[nH]c2c1
    104.8	85.3	100.3	75.7	96.2	104.8	74.6	97.7	92.8
O=S(=O)(NCCNc1nccc(-c2c(-c3ccc(F)c(O)c3)nc3sccn23)n1)c1ccc(O)cc1
    43.4	27.2	54.6	25.4	33.3	40.0	37.4	39.6	25.8
O=C1[C@H]2Cc3c([nH]c4ccccc34)[C@@H](c3ccc(Br)cc3)N2C(=O)CN1C1CCN(CC2CCCCC2)CC1
    -15.4*	-32.9*	-81.3*	x	-95.1*	-85.7*	-3.5*	-83.8*	-96.0*
Cc1cncc(C)c1
    96.6	111.1	106.9	90.2	104.7	107.3	103.0	98.7	114.2
O=C1Nc2ccc(Cl)cc2/C1=C/c1ccc(OCc2ccc(Cl)cc2)cc1
    100.7	77.7	89.8	95.6	98.9	75.4	98.7	102.4	105.2
Clc1nnc2ccc(Oc3cccc(-c4ccc(OCc5ccccc5)cc4)c3)nn12
    61.6	76.0	89.7	68.0	96.2	87.3	67.5	75.6	81.5
O=C(Nc1ccccc1Cl)c1ccccc1F
    88.0	92.7	100.0	98.9	106.4	106.0	100.2	105.5	132.6
OCCS
    66.4	105.2	93.7	102.1	110.5	106.1	98.8	101.7	109.7
CC(C)(C)c1ccc(S(=O)(=O)Nc2cc(Sc3nc4ccccc4s3)c(O)c3ccccc23)cc1
    76.4	94.1	81.0	83.2	93.7	93.1	92.1	77.5	96.4
O=C1CSC(c2ccc(F)cc2)N1NC(=O)C(O)(c1ccccc1)c1ccccc1 (stereo not given)
    115.7	94.8	97.3	87.5	91.7	102.0	102.2	103.5	110.8
CC(C)Oc1ccc(C(=O)OCCN2CCCC2C)cc1 (stereo not given)
    109.1	101.6	96.7	109.0	112.6	104.1	100.3	105.6	105.1
O=c1ccc2c([N+](=O)[O-])cccc2[nH]1
    84.2	94.3	103.2	102.5	96.2	110.8	85.6	98.8	95.8
O=C1OCC23OC=CC2C2(O)CCCc4cccc(c42)N13 (stereo not given)
    118.7	x	97.6	80.5	96.1	109.5	103.8	98.3	118.2
NC1=NC(c2ccccc2OS(=O)(=O)c2ccc(Br)cc2)n2c(nc3ccccc32)N1 (stereo not given)
    101.2	104.5	x	82.0	94.5	97.6	101.5	x	109.0
COc1ccc(C(OC(=O)c2cccc(Cl)c2)C(=O)NC(C)(C)C)cc1OC (stereo not given)
    x	99.5	93.2	52.0	97.0	108.3	85.9	90.5	107.8
COc1ccc2[nH]cc(/C=N/Nc3ccc(Br)cn3)c2c1
    50.7	30.9	36.6	38.5	26.7	16.2	40.0	7.9*	x
CCc1cccc(CC)c1OCCN(C)C
    61.2	98.4	101.8	94.7	104.9	104.0	99.9	104.6	112.1
CC(C)(C)c1ccc(O)c(Br)c1
    73.4	96.4	93.6	119.0	103.6	95.6	92.5	100.1	91.2
CCN(C(=O)CN1CCN(c2cc3c(cc2F)c(=O)c(C(=O)O)cn3C2CC2)CC1)c1nc(-c2ccc(C)cc2)cs1
    97.1	94.3	97.8	91.8	98.5	99.5	95.1	95.5	101.5
CCOC(=O)C(CC)(CC(C)c1ccccc1)C(=O)OCC (stereo not given)
    97.2	97.9	99.5	94.6	100.7	100.2	98.9	108.2	97.8
O=C1Nc2ccc(Br)cc2C12Oc1ccccc1C1CC(c3ccco3)=NN12 (stereo not given)
    109.0	89.1	99.9	97.7	101.6	103.3	87.3	102.8	115.3
O=[N+]([O-])c1ccc(S(=O)(=O)N/N=C/CCc2ccccc2)cc1
    127.5	x	97.3	x	97.1	122.3	94.9	108.9	110.0
CCCCSSCCCC
    116.0	111.7	110.5	107.3	104.8	117.0	102.8	108.7	123.1
COc1ccc2[nH]cc(C(c3ccc(Cl)cc3)N3CCCC3)c2c1 (stereo not given)
    87.0	89.4	93.2	82.1	93.1	100.6	98.2	97.9	82.9
N=C(N)c1ccc(-c2ccc(-c3ccc(Cl)c(Cl)c3)s2)cc1
    86.7	-69.0*	63.1	-38.4*	-62.7*	-58.7*	98.9	83.5	77.9

Entries shown so far with two or more sulfur atoms, in the order listed:
The line under a structure holds: A498	CAKI-1	NCI-H23	NCI-H522	ACHN	NCI-H460	NCI-H226	NCI/ADR-RES	RXF 393
CC1=NN(C(=O)CSc2nnc3n(Cc4ccccc4)c(=O)c4c(C)c(C(N)=O)sc4n23)C(=O)C1
    93.5	96.0	96.9	87.5	100.1	105.5	115.6	98.0	113.6
O=S(=O)(NCCNc1nccc(-c2c(-c3ccc(F)c(O)c3)nc3sccn23)n1)c1ccc(O)cc1
    43.4	27.2	54.6	25.4	33.3	40.0	37.4	39.6	25.8
CC(C)(C)c1ccc(S(=O)(=O)Nc2cc(Sc3nc4ccccc4s3)c(O)c3ccccc23)cc1
    76.4	94.1	81.0	83.2	93.7	93.1	92.1	77.5	96.4
CCCCSSCCCC
    116.0	111.7	110.5	107.3	104.8	117.0	102.8	108.7	123.1

(more compounds)
The line under a structure holds: A498	CAKI-1	NCI-H23	NCI-H522	ACHN	NCI-H460	NCI-H226	NCI/ADR-RES	RXF 393
O=C(OC(c1ccccc1)c1ccccc1)c1ccccc1
    x	73.5	100.8	93.4	89.5	100.5	89.6	109.3	101.4
COc1cc(-c2nc(SC(C)C)n(C(C)C)c(=O)c2C#N)ccc1OCc1ccccc1
    x	54.8	85.0	84.0	32.5	21.0	87.4	76.0	91.1
O=C(CCCCC(=O)Nc1ccc(C(=O)Nc2cc(C3=NCCN3)cc(C3=NCCN3)c2)cc1)Nc1ccc(C(=O)Nc2cc(C3=NCCN3)cc(C3=NCCN3)c2)cc1
    x	101.4	95.4	96.5	103.2	101.6	95.3	95.3	113.4
CCCCCCC(C)NCC(C)O (stereo not given)
    92.8	90.1	102.2	104.3	103.7	111.5	106.7	110.4	124.0
O=[N+]([O-])c1ccc(C=Nc2cccc(C(F)(F)F)c2)cc1
    103.1	98.8	117.0	x	109.5	101.3	100.9	113.1	101.5
COc1ccc(-n2ccnc2SCC(=O)Nc2cc(C)ccc2C)c(OC)c1
    76.6	52.1	85.8	94.4	78.9	81.1	72.0	x	75.3
COc1ccc2[nH]cc(-c3nnc(N)nc3-c3cn(C)c4ncc(Br)cc34)c2c1
    45.5	43.9	x	50.3	50.8	83.1	91.7	83.5	27.1
OCCSC(=S)N1CCNCC1
    112.1	102.7	107.5	73.9	101.2	105.6	103.6	105.0	106.8
CC(=O)NNC(=O)c1ccncc1
    129.5	116.7	102.9	101.6	101.7	102.4	109.0	100.2	104.8
Cc1ccc(-n2cnn3c(=O)c4c5c(sc4nc23)CN(C)CC5)cc1
    x	95.0	94.1	83.6	111.7	134.8	95.4	102.0	117.0
COc1cc(/C=N/Nc2nnc3n2N=C(c2ccc(Cl)cc2)CS3)ccc1O
    81.1	95.4	87.5	73.9	93.7	90.7	87.2	95.5	85.8
O=C1/C(=C\c2ccccc2Cl)N=C(c2cnccn2)N1c1cccc2cccnc12
    56.1	92.9	83.5	114.4	90.7	97.4	93.1	93.7	113.2
Cn1cnc([N+](=O)[O-])c1/C=C1\Oc2ccc(Cl)cc2C1=O
    98.4	78.1	93.9	52.8	79.4	99.4	94.8	100.1	99.1
CCCCCCCCCCCCCCNC1=C(Cl)C(=O)c2ccccc2C1=O
    66.0	102.9	101.3	102.1	105.8	100.5	100.8	103.9	114.4
c1cc(N2CCOCC2)nc(NCCCCNc2nc(N3CCOCC3)nc(N3CCOCC3)n2)n1
    68.9	100.8	105.7	82.5	94.0	101.4	100.2	113.0	x
CS(=O)(=O)c1ccc(-c2nn(-c3ccc(F)cc3)cc2/C=C/C(=O)c2ccc(O)cc2)cc1
    113.0	99.0	101.5	93.9	99.3	119.8	99.6	97.7	105.3
Nc1ccc(S(=O)(=O)Nc2ccc(Cl)nn2)cc1
    107.7	86.3	102.7	107.4	x	111.1	107.1	109.4	x
Nc1nc2c(nc(NCCCN3CCOCC3)n2[C@H]2O[C@@H](CO)[C@H](O)[C@@H]2O)c(=O)[nH]1
    107.3	97.1	103.4	87.6	106.1	103.7	98.9	119.0	104.0
Cn1cc(-c2nnc(N)nc2-c2cn(C)c3ccc(F)cc23)c2cc(F)ccc21
    x	79.7	100.6	73.2	100.4	102.3	97.4	99.8	103.6
COc1cnc2c(c1)C(=O)c1c-2n(CCCCl)c(=O)c2ccncc12
    73.2	35.7	58.0	26.7	37.3	18.6	69.5	59.0	81.0
COc1ccc(/C=N/C2=C(C#N)C(c3cccc(Cl)c3)c3c(ccc4ccccc34)O2)cc1 (stereo not given)
    -4.9*	20.3	53.5	3.6*	31.0	16.8	36.0	22.1	26.5
NC(CSC(c1ccccc1)(c1ccccc1)c1ccccc1)C(=O)O (stereo not given)
    48.5	31.0	61.3	x	57.5	13.6	87.6	93.0	3.4*
COc1ccc2[nH]cc(-c3nnc(N)nc3-c3c[nH]c4ncccc34)c2c1
    102.5	78.9	87.2	77.5	90.3	80.0	91.1	109.6	113.1
O=C1C=CC(=O)N1c1cccc2c1CCCC2
    96.2	82.3	106.3	11.6	79.3	109.4	96.4	112.3	94.1
O=S(=O)(CBr)c1ccccc1
    115.0	97.2	106.0	x	107.3	102.3	104.2	108.3	105.3
O=Cc1ccc(OCc2cn(Cc3ccccc3)nn2)cc1
    89.9	95.2	94.0	94.8	105.1	107.3	112.9	102.3	120.2
CC(=O)OCC(=O)[C@@]1(O)CC[C@H]2[C@@H]3CC(=C(Br)Br)C4=CC(=O)CC[C@]4(C)[C@H]3C(=O)C[C@@]21C
    79.5	81.7	88.6	66.6	94.1	102.9	92.1	89.5	x
CCOC(=O)NC1CCCCC1
    120.9	92.2	108.0	x	99.0	109.0	106.5	106.4	109.8
CCOC(=O)[C@@H](CSSCCOC(=O)Oc1ncc(F)c(=O)[nH]1)NC(=O)[C@H](C)c1ccc2cc(OC)ccc2c1
    106.3	99.0	96.3	80.5	106.3	107.1	103.8	95.9	138.0
COC(=O)[C@]12CC[C@@H](C)[C@H](C)[C@@H]1C1=CC[C@@H]3[C@@]4(C)C(C=O)=C[C@@](C)(COC(=O)/C=C/c5ccccc5)C4=CC[C@@]3(C)[C@]1(C)CC2
    103.9	76.6	80.6	61.0	61.2	83.9	79.3	91.5	89.9
CN(C)CCCNc1c2ccccc2nc2c1oc1ccc(Cl)cc12
    7.6*	21.4	x	38.0	17.5	12.6	28.5	22.0	-65.8*

In the list so far, these contain a CF3 group.
The line under a structure holds: A498	CAKI-1	NCI-H23	NCI-H522	ACHN	NCI-H460	NCI-H226	NCI/ADR-RES	RXF 393
FC(F)(F)c1cc(Br)cc(C(F)(F)F)c1
    114.8	105.1	110.7	104.2	96.6	115.3	111.4	111.3	117.8
O=[N+]([O-])c1ccc(C=Nc2cccc(C(F)(F)F)c2)cc1
    103.1	98.8	117.0	x	109.5	101.3	100.9	113.1	101.5

High-throughput results as filed in PubChem BioAssay.
